# mABHD4 FP – inhibitors of mouse ABHD4; AID 720543; purified mABHD4, FP-Rh probe fluorescence polarization; 370,000 compounds, 0.54% hits; inhibition, % at 8.92 µM;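 active = inhibition exceeding the mean over every tested compound plus 3 SD, cut at about 30% in these data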;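 note: 0% = plate median of compound wells and 100% = S159A mutant with DMSO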
#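 Assay system: mABHD4 protein; medium: HEPES pH 7.0, NaCl, Pluronic buffer; dosing: 8.92 µM, single dose; schedule: 45 min + 60 min at 25 °C; signal: FP readout, ex 525 nm / em 598 nm; read-out: normalized percent inhibition of probe labeling; repeats: single replicate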
# HTRA1 inhibitor – HTRA1 (human) protease inhibition | Q92743 | 340,000 compounds, 0.5% hits | recombinant HTRA1, FP-rhodamine activity-based probe, fluorescence polarization | AID 504803 | inhibition, % at 5.96 µM; in the data active = inhibition above about 36%;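 note: 0% = enzyme with DMSO and 100% = wells lacking enzyme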
# Target sequence (Q92743 whole entry, looked up): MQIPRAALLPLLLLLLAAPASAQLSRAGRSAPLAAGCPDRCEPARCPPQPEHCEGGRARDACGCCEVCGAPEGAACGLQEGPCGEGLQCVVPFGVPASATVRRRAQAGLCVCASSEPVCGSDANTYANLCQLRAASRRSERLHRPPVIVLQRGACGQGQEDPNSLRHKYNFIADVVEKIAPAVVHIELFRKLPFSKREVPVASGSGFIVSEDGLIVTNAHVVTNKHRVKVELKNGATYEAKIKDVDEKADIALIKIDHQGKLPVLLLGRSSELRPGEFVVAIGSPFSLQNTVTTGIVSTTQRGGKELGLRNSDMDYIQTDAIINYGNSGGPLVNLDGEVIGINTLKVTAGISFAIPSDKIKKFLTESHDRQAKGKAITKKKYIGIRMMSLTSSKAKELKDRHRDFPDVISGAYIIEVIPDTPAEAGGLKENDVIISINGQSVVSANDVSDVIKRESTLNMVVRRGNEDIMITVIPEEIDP
# PG9 Ab binder – small molecules binding HIV-1 gp120 antibody PG9 | TR-FRET gp120-PG9 antibody binding | inhibition, % at 6.7 µM | 360,000 compounds, 0.43% hits; in the data active = inhibition above about 8.5%
# SMARCA2 act – activators of SMARCA2 function. MG213 cells, MMTV-luciferase reporter, dexamethasone, overnight. activation, % at 9.1 µM. 370,000 compounds, 1% hits; in the data active = activation above about 7.8%;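 note: 0% = vehicle wells and 100% = reference activator wells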
# rCAG RNA binder – molecules binding r(CAG) RNA repeats; r(CAG) RNA repeat, TO-PRO-1 dye displacement fluorescence; 370,000 compounds, 1.3% hits; inhibition, % at 3 µM;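 active = inhibition above the plate cutoff, the mean of all test compounds on that plate plus 3 SD, cut at about 35% in these data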;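 note: 0% = DMSO alone and 100% = 100 µM mitoxantrone as full dye displacement; higher means more dye released from RNA so lower well fluorescence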
# NPR1 activator – GC-A (human) enzyme activation; P16066; HEK293 GC-A cells, cGMP TR-FRET, EC30 ANP; 0% at EC30 ANP, 100% saturating ANP; activation, % at 10 µM; 370,000 compounds, 0.14% hits; AID 1671463; in the data active = activation above about 40%
# ASAP1 inh – ASAP1 ArfGAP inhibition. AID 624377. ASAP1-stimulated ARF1 GTP hydrolysis, GDP FP detection. 360,000 compounds, 0.19% hits. inhibition, % at 16.5 µM; in the data active = inhibition above about 25%;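 note: 0% = vehicle with enzyme and substrate and 100% = no enzyme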
# GC-B act – GC-B (human) receptor activation | P20594 | HEK293-GC-B cells, CNP EC30, cGMP TR-FRET; 0% at EC30 CNP, 100% saturating CNP | activation, % at 10 µM | 370,000 compounds, 0.11% hits;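 active = activation at 10 µM reaching about 35% in either raw or pattern-adjusted values, limit read from the data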
# Rev-erbA mod – Rev-erb alpha (human) modulation. P20393. Rev-erbα–FITC-DNA binding, fluorescence polarization, 90 min. activity, % at 10 µM. 370,000 compounds, 0.79% hits;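 active = activity above about 14%, limit read from the data; passing the limit was not always enough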;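 note: 0% = DMSO wells with 35 nM protein and 100% = DMSO wells with 750 nM protein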
# Target sequence (P20393 whole entry, looked up): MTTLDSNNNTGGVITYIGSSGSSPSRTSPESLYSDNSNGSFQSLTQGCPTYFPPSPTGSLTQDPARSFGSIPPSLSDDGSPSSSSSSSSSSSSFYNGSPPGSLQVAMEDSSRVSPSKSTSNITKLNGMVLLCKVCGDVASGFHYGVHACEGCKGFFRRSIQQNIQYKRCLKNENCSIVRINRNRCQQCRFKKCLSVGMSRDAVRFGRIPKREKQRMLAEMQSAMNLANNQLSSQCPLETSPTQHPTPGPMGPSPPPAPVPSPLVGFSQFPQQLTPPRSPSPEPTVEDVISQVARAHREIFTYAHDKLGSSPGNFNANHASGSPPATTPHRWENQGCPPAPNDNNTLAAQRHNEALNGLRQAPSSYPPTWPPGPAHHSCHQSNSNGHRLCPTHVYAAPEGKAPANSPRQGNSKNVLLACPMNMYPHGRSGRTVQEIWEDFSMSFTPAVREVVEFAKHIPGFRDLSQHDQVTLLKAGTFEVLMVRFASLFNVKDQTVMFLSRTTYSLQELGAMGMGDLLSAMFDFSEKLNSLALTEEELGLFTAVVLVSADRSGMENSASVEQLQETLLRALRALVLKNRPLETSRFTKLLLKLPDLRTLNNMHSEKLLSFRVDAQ
# ARFGAP1 inh – inhibitors of rat ARFGAP1 | Q62848 | Arfgap1-stimulated ARF1 GTP hydrolysis, GDP FP detection | inhibition, % at 16.5 µM | 360,000 compounds, 0.26% hits;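 active = inhibition above a per-plate limit, mean inhibition of low control wells plus 3 SD, cut at about 25% in these data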;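 note: 0% = DMSO wells with enzyme and 100% = wells lacking Arfgap1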
#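 Assay system: Rat Arfgap1 GAP domain (His6, aa 1-136), purified enzyme | Buffer or medium: HEPES 25 mM pH 7.5, NaCl 150 mM, MgCl2, DTT | Schedule: GTP hydrolysis reaction 2 h at 25 °C | Signal: FP of antibody-bound GDP Alexa 633 tracer, ex 620/em 688 nm | Measure: Percent inhibition of Arfgap1-stimulated GTP hydrolysis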
# An asterisk follows results filed as active; . = not tested or not shown.
SMILES,mABHD4 FP,HTRA1 inhibitor,PG9 Ab binder,SMARCA2 act,rCAG RNA binder,NPR1 activator,ASAP1 inh,GC-B act,Rev-erbA mod,ARFGAP1 inh
COc1cccc(C2CC(=O)Nc3cc4c(cc32)CCC4)c1 (configuration not stated),-8,-27,-3.0,-3,-4,-13,7,-1,-6,4
CC(=O)c1cccc(NC(=O)N2CCC(NC(=O)C3CCCCC3)CC2)c1,-3,9,-2.5,-4,-2,1,-14,6,2,-8
COC(=O)c1cc2ccccc2n1Cc1ccc(Cl)nc1,-7,-20,-1.8,-3,-3,-6,2,-2,3,-2
Cc1ccccc1NC(=O)c1ccc(NC(=O)c2ccco2)cc1,-5,-4,-2.0,5,3,-1,20,-2,0,-2
CC(C)CNC(=O)CC(=O)N/N=C/c1ccc(F)cc1,-3,8,-0.8,-2,-1,-1,0,4,3,4
CC(C)N(C(=O)[C@H]1C[C@H](CC(=O)NCc2cccc(C(F)(F)F)c2)C(=O)N2CCc3c([nH]c4cc(-c5ccco5)ccc34)[C@]12C)C(C)C,1,-13,-1.4,-3,11,-4,-3,-1,2,13
COc1cc(OC)cc(-c2nnc(NC(=O)c3ccc4c(c3)OCCO4)o2)c1,4,2,0.7,-1,-1,1,-6,5,-4,-2
CCCOc1ccc(-c2nc(SCc3ccccc3)[nH]c(=O)c2C#N)cc1OC,-25,-11,3.5,-2,23,-8,16,1,-1,-20
Cc1cc(C(=O)O/N=C(\N)c2ccc(C(C)(C)C)cc2)no1,5,.,-1.3,0,-1,0,0,-5,4,-3
O=c1[nH]n(-c2ccc([N+](=O)[O-])cc2)c(=O)c2ccccc12,59*,28,-0.1,7,9,-5,-2,0,-14,9
C[C@@H]1CN([C@@H](C)CO)C(=O)c2cc(Br)cnc2O[C@H]1CN(C)C(=O)CN1CCOCC1,5,7,-2.2,-4,3,1,-4,-1,6,-9
O=c1ccc2cc(S(=O)(=O)NCc3ccccc3)ccc2[nH]1,-3,-2,1.5,-1,1,0,-7,2,2,-5
CCOC(=O)/C(C#N)=C1/C=CNC(=O)N1,3,0,-5.4,5,6,0,11,1,3,9
O=C(NNc1cccc(Cl)n1)Nc1cccc(Cl)c1,4,-12,-1.8,4,2,-3,-5,-8,0,0
CC(C)(C)C(=O)Nc1c(Cl)cccc1OC(F)(F)F,0,7,0.1,-1,0,1,14,1,5,1
O=C(CNC(=O)c1cccc(Br)c1)N/N=C/c1cccnc1,4,1,2.7,-1,1,2,-10,2,-1,-11
O=C(NNC(=O)C1CCCC1)c1cc([N+](=O)[O-])cc([N+](=O)[O-])c1,-7,6,0.8,-4,5,-3,-5,-2,-3,-4
NC(c1ccccc1)c1csc(Nc2ccc(C(=O)c3ccccc3)cc2)n1 (configuration not stated),11,.,1.3,-5,10,-15,1,-1,-6,6
CCn1c(SCC(=O)c2c[nH]c3ccccc23)nnc1-c1cccs1,-2,-7,3.8,3,4,-5,-9,-20,102*,11
CC(C)(C)C(=O)/C=c1\s/c(=C\c2ccc(-c3ccc([N+](=O)[O-])cc3)o2)c(=O)n1CC(=O)NC(N)=O,10,4,-1.9,5,14,8,8,-6,2,3
COc1ccccc1C(=O)Nc1cc(Cl)ccc1O,-2,-4,1.8,1,6,5,7,-7,-10,17
Cc1ccc2c(c1)C1CN(C)CCC1N2C(=O)c1ccc(Cl)c(S(=O)(=O)N2CCOCC2)c1 (configuration not stated),1,4,-1.4,8,-9,3,5,1,4,14
COc1cc2cc(CN(Cc3nnnn3Cc3ccccc3)CC3CCCO3)c(=O)[nH]c2cc1OC (configuration not stated),10,1,1.2,1,-4,3,8,-2,1,5
CCCC1(C)C(C#N)C(=O)NC(=O)C1C#N (configuration not stated),-4,-3,-1.1,-5,2,2,-12,0,-4,7
CC(=O)c1c(C(C)=O)c(C)n(NC(=O)c2ccc(Cl)cc2)c1C,6,-1,-0.5,-4,-1,2,7,0,0,-14
CCSc1ncc(C#N)c(=O)[nH]1,-3,-3,-0.3,1,0,-4,2,0,-6,8
O=c1c(N=Nc2ccccc2)c[nH]n1-c1ccccc1,-2,2,-1.1,-1,1,-6,2,-2,1,-5
Cc1cccn2c(=O)c3cc(C(=O)NCC4CCCO4)c(=N)n(CCN4CCOCC4)c3nc12 (configuration not stated),0,2,2.1,-4,-5,15,1,-2,1,-5
Cc1ccc(CC(=O)Nc2nc3ccccc3s2)cc1,-1,-30,-1.9,-3,2,5,-12,0,0,9
COC(=O)[C@H](Cc1ccccc1)NS(=O)(=O)c1ccc(F)cc1Br,-5,0,0.5,-1,2,1,2,1,-3,7
CC(=O)c1ccc(OCc2c(-c3ccccc3)nnn2CC(=O)NS(=O)(=O)c2ccccc2C)cc1,-25,.,0.1,0,52*,-1,-18,3,-2,-7
CN(C)S(=O)(=O)N1CCC(Oc2cccc(C(=O)N3CCCCCC3)c2)CC1,-6,3,-1.4,-3,-10,2,1,-2,2,-11
CCCCC(=O)Nc1nnc(SCC(=O)NC2CCCC2)s1,3,11,-3.3,0,-2,2,3,0,-3,6
CCc1noc(C)c1C(=O)OCC(=O)c1ccccc1OC,-2,-10,-1.2,0,-4,1,-9,-2,-2,5
CCOC(=O)CSC1=C(C#N)C(c2ccc(Cl)cc2)CC(=O)N1 (configuration not stated),-4,-2,-1.3,-3,1,-3,-7,-6,-10,23
CSc1nc(N)nc2c1ncn2CC(=O)NCC1CCCO1 (configuration not stated),1,11,0.6,5,0,-2,-5,1,1,6
COC(=O)c1cc(S(=O)(=O)NCC2CCN(Cc3ccc(C)cc3)CC2)c[nH]1,-10,1,-0.7,-2,1,-7,-9,-5,-3,-5
Cc1cc(N)n(Cc2cccs2)n1,-5,-12,1.7,1,2,3,-8,2,0,4
Cc1cnccc1CNC(=O)CC1C(=O)NCCN1CC(C)(C)C (configuration not stated),12,7,-2.1,-1,-3,-4,5,1,-1,1
Cc1cc(C)n(-c2ccc(Cl)c(C(=O)O)c2)n1,3,1,-2.0,-3,2,4,-6,0,-9,-5

# The closing two entries of the section above open the next one.
SMILES,mABHD4 FP,HTRA1 inhibitor,PG9 Ab binder,SMARCA2 act,rCAG RNA binder,NPR1 activator,ASAP1 inh,GC-B act,Rev-erbA mod,ARFGAP1 inh
Cc1cnccc1CNC(=O)CC1C(=O)NCCN1CC(C)(C)C (configuration not stated),12,7,-2.1,-1,-3,-4,5,1,-1,1
Cc1cc(C)n(-c2ccc(Cl)c(C(=O)O)c2)n1,3,1,-2.0,-3,2,4,-6,0,-9,-5
COc1ccc(C(=O)OCC(=O)NC(C)CCc2ccccc2)cc1 (configuration not stated),-4,-1,-0.3,1,-7,2,-6,2,12,-2
COc1ccc(NC(=O)CN(C)C(=O)c2ccc(COc3ccccc3)o2)cc1,-8,-6,-0.5,-1,1,-2,11,-2,2,4
CCOC(=O)c1sc(-c2cccs2)nc1C,8,6,1.5,2,-2,0,-10,3,-1,-6
CC(CC(=O)N1CCN(c2ccccc2F)CC1)c1ccccc1 (configuration not stated),0,0,-3.3,-3,-1,-3,1,1,-2,-3
CCn1c(SCC(=O)NCc2ccco2)nc2c1c(=O)n(C)c(=O)n2C,-21,0,-2.7,6,-1,5,1,0,-1,6
CC(C)(C)c1ccc(C(=O)NN2CCOCC2)cc1,6,7,-1.8,-1,-2,0,-4,1,-4,-2
Cc1ccccc1-c1nnc(CN2CCC(C)CC2)o1,1,8,0.1,0,-2,-2,-16,2,2,5
COc1ccccc1CCn1cnc(-c2ccccc2F)c1CC(C)C,-7,.,0.9,-6,-1,-9,-2,-14,5,-22
Cc1ccc(N2C(=O)c3ccccc3C2Nc2ccccc2F)nc1 (configuration not stated),-7,-16,0.8,1,3,-14,4,-7,2,-5
COc1ccc(C(=O)N2N=C(c3cccc(NS(C)(=O)=O)c3)CC2c2cccs2)cc1 (configuration not stated),-38,-24,-1.1,-2,5,-1,6,7,-6,5

# Compound profiles, from the list above. Order of values: mABHD4 FP, HTRA1 inhibitor, PG9 Ab binder, SMARCA2 act, rCAG RNA binder, NPR1 activator, ASAP1 inh, GC-B act, Rev-erbA mod, ARFGAP1 inh
# `CC(CC(=O)N1CCN(c2ccccc2F)CC1)c1ccccc1` (configuration not stated) in the list: 0, 0, -3.3, -3, -1, -3, 1, 1, -2, -3
# `CC(C)(C)c1ccc(C(=O)NN2CCOCC2)cc1` in the list: 6, 7, -1.8, -1, -2, 0, -4, 1, -4, -2
# `COc1ccc(C(=O)N2N=C(c3cccc(NS(C)(=O)=O)c3)CC2c2cccs2)cc1` (configuration not stated) in the list: -38, -24, -1.1, -2, 5, -1, 6, 7, -6, 5
# `Cc1ccc(N2C(=O)c3ccccc3C2Nc2ccccc2F)nc1` (configuration not stated) in the list: -7, -16, 0.8, 1, 3, -14, 4, -7, 2, -5
# `CCn1c(SCC(=O)NCc2ccco2)nc2c1c(=O)n(C)c(=O)n2C` in the list: -21, 0, -2.7, 6, -1, 5, 1, 0, -1, 6

# Remaining list, next part
SMILES,mABHD4 FP,HTRA1 inhibitor,PG9 Ab binder,SMARCA2 act,rCAG RNA binder,NPR1 activator,ASAP1 inh,GC-B act,Rev-erbA mod,ARFGAP1 inh
N#CC(=C1SC=CS1)c1nc(-c2ccccc2)cs1,-2,-11,-2.1,2,20,-31,-9,-30,0,7
CC(C)(C)OC(=O)C[C@@H]1C/C=C\C[C@H](CC(=O)N(CCO)Cc2ccccc2)C(=O)NC[C@@H](c2ccccc2)OC1=O,-6,-6,1.3,1,-7,1,12,0,2,7
C=C1CCN([C@H](C(=O)OCc2ccc(C)cc2)C(C)C)S(=O)(=O)c2ccccc21,-2,-23,-0.3,1,-3,-3,-2,4,2,5
COc1cc(CNC(=O)C2CC2)ccc1OCc1ccccc1,-1,-2,-0.9,2,-4,0,5,4,-3,11
C=CCN1C(=O)CC(C(=O)NC)SC1=Nc1ccc(C(=O)OCC)cc1 (configuration not stated),-3,-3,-1.9,-2,-3,0,6,3,3,-9
COC(=O)CC(c1ccc(C(C)C)cc1)n1cccc1 (configuration not stated),-3,-3,-0.4,0,-5,3,-6,-1,5,-2
CCOC(=O)N1CCN(C(c2cccnc2)c2ccc3cccnc3c2O)CC1 (configuration not stated),3,15,2.5,-4,1,1,5,-3,-3,-4
COc1ccc(C2/C(=C(/O)c3ccccc3)C(=O)C(=O)N2c2ccccn2)cc1OC (configuration not stated),3,-1,-0.9,0,-1,0,-9,5,5,2
CC(=Nc1ccc(C)c(C)c1)C1=C(O)CCC1=O,-4,-2,1.0,0,0,1,0,1,5,0
COc1ccc(Br)cc1CNC(=O)C1CCCN(S(C)(=O)=O)C1 (configuration not stated),0,-1,0.1,-1,-4,-1,-5,4,5,-6
CN(C)C1=NCCN1CC1CCCC1,-7,-8,-1.1,1,-2,0,7,3,0,-1
COc1cc(OC)c2c(c1O)OC(c1ccccc1)CC2=O (configuration not stated),7,25,-1.6,2,10,0,5,10,-7,-11
N#Cc1ccc(C(=O)NC2CCCc3ccccc32)cc1 (configuration not stated),4,2,-3.5,-1,-7,0,-3,-2,-2,-1
COc1ccccc1NC(=O)OCC#CCOC(=O)Nc1ccccc1OC,-16,-26,-0.6,0,-4,1,-2,4,3,11
CN(Cc1ccccc1)C(=O)CN1C(=O)NC2(CCCCCCC2)C1=O,-11,8,-0.1,-4,-3,3,10,10,6,4
COc1ccc(NC(=O)CNC(=O)Cn2cnc3sc(C)c(C)c3c2=O)cc1OC,7,-3,-0.5,-1,-1,-6,-11,0,-1,-2
